ELG1 DNA repair – blocks ELG1-dependent DNA repair in HEK293T cells | HEK293T ELG1-luciferase reporter, luminescence, 16 h; DNA damage induced by 5-fluorouridine | Potency, µM (doses to about 46.1 µM), without a hit: at the top dose activity change, negative = inhibition, hits mostly inhibitors | 330,000 compounds, 2.3% hits | AID 504467; note: potency is the fitted concentration of half-maximal effect; % is set by controls: 0 for no effect and ±100 for the full control effect; nearly all actives have a fitted effect of over 55% in size
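Cells (2,000 per well) received 5-fluorouridine plus test compound or DMSO and were incubated 16 hr at 37 °C, 5% CO2. Luciferase activity was read by luminescence 30 min after ONE-Glo addition; signal suppression marked inhibition of damage-induced ELG1 function.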
Gal4-VP16 FLuc – counter-screen for ROR gamma inhibitors: Gal4-VP16 reporter | Potency, µM (doses to about 53.6 µM), for inactives: at the top dose activity, negative = inhibition, hits mostly inhibitors | Drosophila S2 Gal4-VP16 UAS-luciferase, luminescence, 20 h | AID 2546 | 310,000 compounds, 3.5% hits;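 note: Gal4-VP16 expression switched on by copper sulfate through the metallothionein promoter; potency is the fitted concentration of half-maximal effect; % is set by controls: 0 for no effect and ±100 for the full control effect; nearly all actives have a fitted effect of over 50% in size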
Tb PFK block – T. brucei PFK enzyme inhibition; O15648; T. brucei PFK, ADP-Glo luminescence; Potency, µM (doses to about 57.5 µM), without a hit: at the top dose activity, negative = inhibition, hits mostly inhibitors; 330,000 compounds, 0.17% hits;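 note: potency is the fitted concentration of half-maximal effect; 0% = uninhibited 1x PFK enzyme wells and -100% = no-enzyme wells; nearly all actives have a fitted effect of over 60% in size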
Target sequence (O15648 whole entry, looked up): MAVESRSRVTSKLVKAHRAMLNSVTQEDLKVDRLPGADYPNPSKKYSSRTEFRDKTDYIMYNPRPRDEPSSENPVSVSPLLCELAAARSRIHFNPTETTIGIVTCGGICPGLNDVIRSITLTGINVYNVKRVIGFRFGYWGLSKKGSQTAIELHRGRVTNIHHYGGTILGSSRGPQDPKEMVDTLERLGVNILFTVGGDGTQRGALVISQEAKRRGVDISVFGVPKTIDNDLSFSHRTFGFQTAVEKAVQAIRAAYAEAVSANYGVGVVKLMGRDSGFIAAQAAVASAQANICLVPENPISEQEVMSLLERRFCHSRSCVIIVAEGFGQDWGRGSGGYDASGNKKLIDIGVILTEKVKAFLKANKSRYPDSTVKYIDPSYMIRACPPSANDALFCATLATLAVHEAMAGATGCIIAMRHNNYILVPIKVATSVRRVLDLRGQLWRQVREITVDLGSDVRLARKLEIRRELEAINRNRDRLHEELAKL
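In TEA buffer at pH 8.0 with 5 mM MgCl2, enzyme (1.25 nM) converted F6P (0.5 mM) and ATP (0.1 mM) for 45 min at room temperature. ADP product was read by luciferase luminescence.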
ELG1 genotoxic – genotoxicity induction in ELG1-luciferase HEK293T cells; HEK293T ELG1-luciferase reporter, luminescence, 16 h; Potency, µM (highest dose often 46 µM), inactives show top-dose activity change, positive = activation, actives largely listed as activators; 330,000 compounds, 1.3% hits; note: potency is the fitted concentration of half-maximal effect; % of control where 0% means no effect; nearly all actives have a fitted effect of over 60% in size
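HEK293T cells expressing luciferase-tagged ELG1 were exposed to compound or DMSO vehicle for 16 hr at 37 °C and 5% CO2. Luciferase activity was then measured with ONE-Glo after 30 min at room temperature.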
Rab9 promoter act – activates the Rab9 promoter; Huh7 Rab9 promoter-luciferase reporter, luminescence, 24 h; Potency, µM (titrated, usually from 9.22 µM), inactives show at the top dose activation, negative = inhibition, actives largely listed as activators; 320,000 compounds, 2.8% hits; note: potency is the fitted concentration of half-maximal effect; % of control where 0% means no effect; nearly all actives have a fitted effect of over 60% in size
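Cell-based reporter: Huh7 stable for Rab9 promoter-driven luciferase, plated in reduced-serum medium with 10% FBS at 1500 cells/well, compound-treated 24 h at 37 °C, luminescence read after 10 min reagent.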
p53 reactivator – mutant p53 re-activation in reporter cells; 320,000 compounds, 0.063% hits; AID 504706; Potency, µM (top dose mostly 92.2 µM), for inactives: at the top dose activity change, positive = activation, most hits filed as activators; H1299 p53-A138V BP100-luciferase reporter, luminescence, 24 h; note: potency is the fitted concentration of half-maximal effect; % of control where 0% means no effect; nearly all actives have a fitted effect of over 45% in size
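p53-null H1299 cells stably carrying temperature-sensitive p53-A138V and a BP100-luciferase reporter were pinned with compounds (4-point, 1:5 series) and held 24 hrs at 37 deg C. Luminescence was read 10 min after detection reagent.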
TRPV1 ag – activates the human vanilloid receptor TRPV1; Q8NER1; TRPV1-expressing cells, Fluo-8 calcium influx, agonist mode; activation, % at 8.33 µM; 320,000 compounds, 0.19% hits; AID 540275; in the data active = activation above about 80%; inconclusive = between about 30% and that limit; note: 0% is about no effect
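TRPV1-expressing cells were cultured overnight at 35.5C and loaded with Fluo-8 calcium dye for 40 to 90 min at room temperature. After a 10 s baseline, compound was added and calcium influx was read kinetically for 3 min (ex 480/em 520 nm).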
NPC1 prom act – activators of NPC1 promoter; Huh7 NPC1 promoter luciferase reporter, 24 h; Potency, µM (top dose mostly 9.22 µM), inactives show at the top dose activation, actives largely listed as activators; 320,000 compounds, 2.4% hits; AID 485313;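 note: potency is the fitted concentration of half-maximal effect; % of control where 0% means no effect; nearly all actives have a fitted effect of over 60% in size; reporter is driven by a mutant NPC1 promoter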
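Huh7 reporter cells (NPC1 promoter driving luciferase) are dosed with compound for 24 h at 37 °C, 5% CO2; luciferase detection reagent is then added and luminescence measured after 10 min at ambient temperature.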
RORgamma inh – blocks mouse ROR gamma transcriptional activity. AID 2551. 310,000 compounds, 5.4% hits. Drosophila S2 Gal4-RORgamma UAS-luciferase reporter, 20 h. Potency, µM (series often up to 53.6 µM), without a hit: top-dose activity change, negative = inhibition, hits mostly inhibitors; note: potency is the fitted concentration of half-maximal effect; % is set by controls: 0 for no effect and ±100 for the full control effect; nearly all actives have a fitted effect of over 60% in size
Target sequence (P51450 whole entry, looked up, the tested form may be a part): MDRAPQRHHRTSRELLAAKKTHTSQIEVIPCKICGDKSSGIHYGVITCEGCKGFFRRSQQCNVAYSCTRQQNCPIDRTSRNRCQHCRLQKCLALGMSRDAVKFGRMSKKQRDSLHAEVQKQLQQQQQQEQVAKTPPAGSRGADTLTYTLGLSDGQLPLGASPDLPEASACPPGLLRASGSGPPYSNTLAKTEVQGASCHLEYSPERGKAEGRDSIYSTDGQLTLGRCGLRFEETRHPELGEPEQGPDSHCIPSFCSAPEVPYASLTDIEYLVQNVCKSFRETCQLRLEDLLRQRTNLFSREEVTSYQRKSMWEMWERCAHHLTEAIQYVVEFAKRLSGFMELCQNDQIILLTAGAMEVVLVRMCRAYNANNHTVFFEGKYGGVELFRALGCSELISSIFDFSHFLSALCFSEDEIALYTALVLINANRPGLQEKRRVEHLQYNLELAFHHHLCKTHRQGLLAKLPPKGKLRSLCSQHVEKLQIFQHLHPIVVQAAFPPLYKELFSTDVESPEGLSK
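A Gal4/UAS one-hybrid system in insect cells: metallothionein-promoter Gal4–ROR gamma fusion plus Photinus luciferase reporter. Copper sulfate 700 uM final, 20 hr ambient incubation, luminescent detection after 10 min with reagent.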
BRCA1 expr act – BRCA1 expression activation. 380,000 compounds, 1.1% hits. MCF7-BRCA1-FFLuc reporter, luminescence, 48 h; response scale: scaled: vehicle 0%, 10 µM genistein 100%. Potency, µM (top dose mostly 46.1 µM), for inactives: top-dose activation, hits mostly activators; note: potency is the fitted concentration of half-maximal effect; nearly all actives have a fitted effect of over 80% in size; some results filed as inactive show a strong effect at the top dose
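Compounds are tested at multiple concentrations on MCF7 BRCA1-luciferase reporter cells seeded at 2000 per well; after 48 h, a single luminescence end-point is taken and curves fitted to the normalized data.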
FLuc counter – inhibits or activates purified firefly luciferase, miR-21 counter-screen. P08659. AID 588342. 360,000 compounds, 6.9% hits. purified FLuc, Km substrates, luminescence inhibition. Potency, µM (titrated, usually from 57.5 µM), inactives show at the top dose activity change, negative = inhibition, actives largely listed as inhibitors;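 note: potency is the fitted concentration of half-maximal effect; plate controls were vehicle for no effect and reference inhibitor for full effect; nearly all actives have a fitted effect of over 55% in size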
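Purified P. pyralis luciferase (10nM final) with 10uM D-luciferin and 10uM ATP (Km levels) in 50mM Tris acetate pH 7.5, 10mM Mg acetate, 0.01% Tween-20, 0.05% BSA; qHTS 6-point titration, ~60 µM downward; luminescence read.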
Starred values were filed as active, the others as inactive; ? = inconclusive; . = not tested or not shown; & = joins results of further samples; [ ] = remark or other dose. Unless noted, calls come from the whole dose curve; as a rule, active = well fitted curve in the direction sought with a large enough effect; inconclusive = small, poorly fitted or top-dose-only effect, or another doubt; inactive = no such curve, though single readings can be large; an effect the other way counts as inactive or inconclusive.

SMILES	ELG1 DNA repair	Gal4-VP16 FLuc	Tb PFK block	ELG1 genotoxic	Rab9 promoter act	p53 reactivator	TRPV1 ag	NPC1 prom act	RORgamma inh	BRCA1 expr act	FLuc counter
CCc1nnc(NS(=O)(=O)c2ccc(NC(=S)NC(=O)/C=C/c3ccc(C(C)C)cc3)cc2)s1	17%	-28%	-6%	-2%	-2%	1%	6	-1%	-5%	-13%	?
Cc1ccc(C(NC(=O)c2ccccc2S(C)(=O)=O)c2ccccc2)cc1 (configuration not stated)	1%	-8%	1%	-8%	-5%	-6%	-2	-1%	6%	-11%	0%
CCOC(=O)/C(=N\Nc1ncnc2ccccc12)c1ccc(OC)cc1	?	14µM*	-5%	?	3.2µM*	?	?	3.5µM*	7.1µM*	73%	5.4µM*
O=C(CCNC(=O)c1ccc(Br)cc1)NCC(c1ccco1)N1CCCCC1 (configuration not stated)	9%	.	-5%	1%	0%	4%	-4	-1%	.	-5%	2%
Oc1ccc(-c2nnc(SCc3ccccc3)o2)cc1	?	?	-3%	?	9%	.	7	?	-4%	10µM*	27µM*
C=CCNC(=O)c1cc(-c2ccccc2O)on1	?	-25%	8%	18µM*	?	?	-3	0%	4%	5.6µM*	?
O=Cc1cc2ccccc2nc1SCc1ccc(Cl)cc1	?	-21%	-1%	5%	-5%	23%	1	-18%	?	-80%[inhibitor]	1%
CCCNC(=O)OCC12CC3CC(CC(C3)C1)C2	4%	-2%	-2%	0%	-1%	20%	?	5%	-1%	-5%	?
COc1ccc(N2CCN(C(=O)COC(=O)/C=C/c3ccc(C(F)(F)F)cc3)CC2)cc1	3%	.	5%	2%	12%	?	-2	-2%	.	0%	-5%
COc1ccc(S(=O)(=O)N2CCC(C(=O)NCc3ccncc3)CC2)cc1C	12%	4%	-2%	-1%	0%	-1%	0	-1%	9%	-13%	1%
CCc1ccc(C(=O)NNC(=O)C2CSC3(C)CCC(=O)N23)cc1 (configuration not stated)	15%	.	-2%	1%	2%	3%	8	-3%	.	-18%	5%
CCOCC(=O)Nc1cc(C)on1	13%	8%	2%	?	4%	-2%	-2	1%	4%	-5%	0%
O=C(Nc1nc(=O)n(C(=O)C2CC2)s1)c1ccccc1	-15%	?	7%	-3%	1%	-3%	2	-5%	-39%	-45%	?
COc1cccc(Nc2nc(-c3sc(C)nc3C)cs2)c1	?	-12%	1%	14%	26%	-14%	1	24%	?	-28%	19µM*
CCOc1ccccc1CNS(=O)(=O)c1ccc(-c2cnc(C3CC3)o2)cc1	-15%	?	-6%	-1%	-22%	3%	10	-24%	15%	-41%&-58%	0%&-13%
Nc1cccc(C(=O)Nc2ccc(N)cc2Cl)c1	?	9%	-7%	21%	23%	9%	0	19%	18%	0%	?
O=[N+]([O-])c1ccc(S(=O)(=O)N2CCN=C2SCc2cccnc2)cc1	0%	0%	-3%	-2%	-10%	7%	-8	-2%	-18%	0%	-1%
CC(=O)Nc1ccc(S(=O)(=O)NNC(=O)COc2ccc(C)cc2)cc1	4%	1%	-1%	0%	-3%	-10%	1	-3%	7%	-42%	1%
COc1cc(S(=O)(=O)N(Cc2ccccn2)Cc2ccccc2Cl)ccc1-n1cnnn1	?	0%	1%	-11%	-1%	-3%	2	-3%	9%	-2%	0%
CC(C)CCNC(=O)Cc1ccccc1[N+](=O)[O-]	13%	19%	0%	5%	-1%	-5%	2	2%	?	12%	-1%
Cn1c(/C=C/c2ccc(Cl)cc2)c([N+](=O)[O-])c(=O)n(C)c1=O	?	-19%	3%	-3%	-20%	-15%	2	-5%	?	-91%[inhibitor]	-2%
COc1ccc2oc(C)c(C(N)=O)c2c1	2%	-3%	2%	-2%	13%	-2%	-2	-3%	4%	6%	-1%
O=C(CN1C(=O)C2CC=CCC2C1=O)Nc1nnc(SCc2ccc(F)cc2)s1 (configuration not stated)	-4%	8%	-6%	0%	4%	-12%	8	1%	-13%	-3%	-13%
Cc1ccccc1-n1nc2c(c1NC(=O)c1ccc3c(c1)OCO3)CS(=O)(=O)C2	4%	5%	-5%	-1%	-1%	-1%	-2	-1%	-1%	-19%	1%
O=C(COC(=O)c1ccco1)Nc1nc2ccc([N+](=O)[O-])cc2s1	-19%	-4%	3%	-4%	1%	9%	.	-2%	?	15%	19µM*
Cc1nc(C)n(CCNC(=O)c2ccco2)n1	7%	-10%	1%	-1%	1%	2%	1	-1%	-11%	4%	5%
CCOC(=O)c1sc2nc(C)nc(SCC(=O)NC(C)CCc3ccccc3)c2c1C (configuration not stated)	5%	-5%	-1%	-2%	-9%	7%	1	0%	6%	-4%	5%
O=[N+]([O-])c1ccc(C(O)C[n+]2ccccc2)cc1 (configuration not stated)	?	-7%	4%	0%	3%	.	-4	-3%	-5%	18%	-3%
CC(C)(C)OC(=O)NCCCC[C@@H](C(=O)N1CCN(C(=O)OC(C)(C)C)CC1)n1cc(CCC(=O)O)nn1	6%	-4%	0%	4%	1%	-1%	3	1%	-6%	1%	0%
COc1ccc(NC(=O)c2cc3c(=O)n(C)c4ccccc4c3n2C)cc1OC	?	-2%	2%	-7%	1%	-2%	6	-6%	8%	-17%	-1%
Cc1ccccc1N(C(=O)c1snc(C(N)=O)c1N)C(C(=O)NCC1CCCO1)c1ccc(F)cc1 (configuration not stated)	-9%	-10%	-18%	0%	-3%	-7%	1	-4%	8%	-23%	1%
COc1ccc(CCN(C)C(=O)C2CCCN(Cc3ccc(OC)c(OC)c3)C2)cc1OC (configuration not stated)	-4%&1%	-5%&-19%	-11%&-1%	1%&-1%	3%&-4%	-5%&2%	-4&1	0%&-6%	22%&-4%	2%	-3%&1%
Cc1ccccc1NC(=O)c1ccc(C)c(S(=O)(=O)Nc2ccccn2)c1	1%	-8%[0.365 µM]	1%	-5%	-4%	-4%	-1	-2%	-26%	7%	4%
CCOC(=O)C1=NN(c2ccccc2C)C2=NC(C)=C(C(=O)OC)C(c3cccs3)N12 (configuration not stated)	?	-4%	0%	0%	-2%	10%	9	-2%	20%	3%	0%
COc1ccc(S(=O)(=O)N2CCC(C(=O)N[C@H](C(=O)NCc3ccco3)C(C)C)CC2)cc1	11%	5%	0%	1%	-2%	1%	2	1%	21%	34%	1%
c1ccc2c(c1)Oc1cccc3cccc-2c13	12%	-1%	3%	0%	1%	3%	4	-2%	0%	-3%	?
CN1CCC(CNC(=O)Nc2csc3ccccc23)CC1	-7%	3%	-5%	4%	1%	-7%	-2	1%	26%	-31%	-4%
CC(C)(C)c1ccc(C(=O)NNc2cc(N3CCOCC3)nc(N3CCOCC3)n2)cc1	-8%	2%	-18%	0%	-5%	-4%	2	-6%	7%	0%	-8%
COc1cc(CNn2c(C)n[nH]c2=S)cc(Cl)c1OCc1ccccc1	-9%	-15%	-11%	-1%	-4%	-7%	-1	-1%	7.9µM*	-18%	6%
COc1ccc(C(=O)NC2CCN(Cc3ccccc3)C2)cc1S(=O)(=O)N1CCOCC1 (configuration not stated)	?	.	-3%	3%	-4%	-10%	1	-4%	.	2%	-3%
CC(=O)c1cc(C(=O)Nc2ccccc2C(=O)O)oc1C	?	-1%	-2%	5%	20%	2%	-1	12%	-2%	1%	?
CCCOP(=O)(c1ccc(N(C)C)cc1)C(O)c1ccccc1OC (configuration not stated)	2%	1%	0%	1%	-4%	-7%	1	-2%	11%[10 µM]	-3%	5%
O=c1c(Cl)c(Cl)cnn1Cc1ccccc1Cl	10µM*	?	-6%	-19%	-36%[inhibitor]	-19%	-8	-20%	1.1µM*	-72%	5%
O=C(CC1Oc2ccccc2NC1=O)NCc1ccccc1 (configuration not stated)	-1%	-16%	1%	0%	-9%	-2%	.	0%	-10%	-4%	0%
O=C(Nc1ccc(Nc2ccccc2)cc1)c1ccc(F)cc1	?	11%	21%	3%	12%	13%	?	16%	?	86%	19µM*
N#Cc1c2n(c(=S)n(-c3ccc(F)cc3)c1=O)CCCCC2	-21%	-10%	1%	1%	1%	14%	-4	-3%	26%	-3%	-3%
COc1ccccc1NC(=O)Nc1ccc(C(=O)N2CCCCC2)cc1	?	2%	-9%	13µM*	0.89µM*	10%	6	?	5%	?	3µM*
COCC(O)CSc1nc(C)[nH]c1[N+](=O)[O-] (configuration not stated)	9%	0%	2%	-7%	-2%	-1%	-1	0%	8%	-1%	1%
COc1ccc(C(=O)N/N=C(\C)CC(=O)Nc2cccc(C(F)(F)F)c2)cc1	6%	?	-2%	2%	-2%	2%	?	1%	?	-1%	-5%

Screens (PubChem)
